High-throughput results deposited in PubChem by National Center for Advancing Translational Sciences (NCATS).
BAZ2B inh: inhibitors of human BAZ2B bromodomain; AlphaScreen BAZ2B-H3K14Ac peptide displacement; 4.4% of 360,000 active; AID 504333; Q9UIF8; Potency, µM (doses to about 114 µM), without a hit: top-dose activity change, negative = inhibition, most hits filed as inhibitors; also: % is scaled to controls: 0 for no effect and ±100 for the full control effect; nearly all actives have a fitted effect of over 60% in size
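AlphaScreen luminescence quantifies BAZ2B engagement of H3K14Ac peptide; the protein and biotinylated peptide are both at 50 nM final, buffer PBS pH 7.4 with 0.01% Tween-20, all steps at room temperature.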
Pin1 inh: human Pin1 inhibition; Q13526; Pin1 FP peptide displacement, HiFluor488, 10 min; Potency, µM (top dose mostly 115 µM), without a hit: at the highest dose activity, negative = inhibition, actives largely listed as inhibitors; 0.009% of 390,000 active; AID 504891; active = well fitted inhibition curve with a large enough effect in the polarisation, with a control signal flat, not every such curve was filed as active; inconclusive = small, poorly fitted or top-dose-only effect, or effect the other way, or a change in a side signal; inactive = no such curve, though single readings can be large or run the other way; the % refers to the polarisation; also: % is scaled to controls: 0 for no effect and ±100 for the full control effect
BLM inh: inhibitors of human Bloom syndrome helicase BLM; P54132; 0.2% of 350,000 active; recombinant BLM DNA unwinding, fluorescence dequenching; Potency, µM (doses to about 56.1 µM), for inactives: at the highest dose activity change, negative = inhibition, actives largely listed as inhibitors;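 also: plate controls were vehicle for no effect and no enzyme for full effect; nearly all actives have a fitted effect of over 35% in size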
HP1b binding inh: inhibitors of HP1-beta chromodomain binding to methylated histone tails. P83916. AlphaScreen HP1-beta / biotin-H3K9me3 peptide binding. Potency, µM (titrated, usually from 114 µM), for inactives: top-dose activity change, negative = inhibition, most hits filed as inhibitors. 0.56% of 390,000 active; also: nearly all actives have a fitted effect of over 70% in size; inactives centre near 23
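HP1-beta protein (50 nM final) preincubated 30 min at room temperature with biotinylated H3(1-18)K9me3 peptide (50 nM) in PBS pH 7.4, 0.01% Tween-20, then compound added for 30 min. AlphaScreen streptavidin donor/nickel chelate acceptor beads (10 ug/mL final), 30 min dark, luminescence read.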
PGK inhibitor: blocks T. brucei phosphoglycerate kinase | Potency, µM (series often up to 57.5 µM), inactives show at the highest dose activity change, negative = inhibition, usual class: inhibitors | 0.043% of 380,000 active | PGK/GAPDH coupled, Kinase-Glo luminescence, 60 min; also: % is scaled to controls: 0 for no effect and ±100 for the full control effect; nearly all actives have a fitted effect of over 60% in size
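Recombinant glycosomal PGK reaction used 1,3-bisphosphoglycerate generated in-well by GAPDH (100nM final) in 100mM TEA pH 7.6, 5mM MgCl2, 0.01% Tween-20. After 60 minutes at room temperature, ATP was read by Kinase-Glo Plus luminescence end-point.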
JMJD2A Tudor inh: inhibitors of human JMJD2A Tudor domain. AID 504339. Potency, µM (titrated, usually from 114 µM), for the others: at the top dose activity change, negative = inhibition, most hits filed as inhibitors. 4.4% of 390,000 active. O75164. AlphaScreen JMJD2A-Tudor / H3K4me3 peptide binding; also: % is scaled to controls: 0 for no effect and ±100 for the full control effect; nearly all actives have a fitted effect of over 50% in size
Target sequence (O75164 whole entry, looked up, the tested form may be a part): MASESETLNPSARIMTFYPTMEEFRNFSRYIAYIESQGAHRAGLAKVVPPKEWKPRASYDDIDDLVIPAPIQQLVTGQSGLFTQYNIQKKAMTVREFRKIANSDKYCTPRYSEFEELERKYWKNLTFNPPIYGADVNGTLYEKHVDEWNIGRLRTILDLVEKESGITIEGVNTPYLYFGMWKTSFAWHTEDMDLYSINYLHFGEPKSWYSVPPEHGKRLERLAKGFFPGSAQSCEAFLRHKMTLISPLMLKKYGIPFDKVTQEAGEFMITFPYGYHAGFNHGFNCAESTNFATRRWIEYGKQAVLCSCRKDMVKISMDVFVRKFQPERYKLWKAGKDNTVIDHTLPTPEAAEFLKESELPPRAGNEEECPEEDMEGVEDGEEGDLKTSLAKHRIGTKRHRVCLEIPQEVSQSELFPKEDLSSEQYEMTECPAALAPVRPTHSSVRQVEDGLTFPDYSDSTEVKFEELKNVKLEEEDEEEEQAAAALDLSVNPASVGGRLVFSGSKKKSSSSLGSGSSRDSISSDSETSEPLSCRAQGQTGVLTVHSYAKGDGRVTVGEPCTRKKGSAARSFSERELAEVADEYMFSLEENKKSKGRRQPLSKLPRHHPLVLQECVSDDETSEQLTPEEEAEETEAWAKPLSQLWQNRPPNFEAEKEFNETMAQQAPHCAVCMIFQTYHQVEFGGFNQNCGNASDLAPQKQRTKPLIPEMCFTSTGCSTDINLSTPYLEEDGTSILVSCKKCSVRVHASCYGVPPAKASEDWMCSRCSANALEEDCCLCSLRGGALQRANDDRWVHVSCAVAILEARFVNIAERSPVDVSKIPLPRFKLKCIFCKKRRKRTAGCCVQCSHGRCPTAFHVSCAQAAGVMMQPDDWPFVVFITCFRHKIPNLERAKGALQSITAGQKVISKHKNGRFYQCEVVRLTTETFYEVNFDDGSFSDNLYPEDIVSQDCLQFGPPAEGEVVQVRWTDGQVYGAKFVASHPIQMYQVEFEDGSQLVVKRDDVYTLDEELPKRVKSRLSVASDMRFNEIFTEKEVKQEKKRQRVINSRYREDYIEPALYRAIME
G9a block: inhibitors of human histone lysine methyltransferase G9a. Q96KQ7. G9a H3K9 monomethylation, AlphaScreen, 2 h. Potency, µM (highest dose often 102 µM), inactives show top-dose activity, negative = inhibition, usual class: inhibitors. 8.8% of 350,000 active. AID 504332; also: % is scaled to controls: 0 for no effect and ±100 for the full control effect; nearly all actives have a fitted effect of over 75% in size
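Step 1: enzyme (final 20 nM) with compound, 15 min RT. Step 2: substrate peptide 500 nM and SAM 20 uM, 2 h RT. Step 3: anti-H3K9me1 antibody and AlphaScreen beads, 10 min, then plate read.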
GLS inhibitor: glutaminase GLS (human) inhibition; O94925; 0.21% of 410,000 active; GLS enzymatic activity, qHTS titration; Potency, µM (top dose mostly 45.5 µM), for the others: at the top dose activity change, negative = inhibition, most hits filed as inhibitors; also: % is scaled to controls: 0 for no effect and ±100 for the full control effect
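hKGA in 45 mM KH2PO4 pH 8.2, 0.02% Tween-20 with pin-transferred compounds; 1 mM L-glutamine (stock) plus glutamate oxidase/HRP/Amplex Red coupling added. Fluorescence read initially and after 30 min at RT.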
POLI inh: blocks human DNA polymerase iota activity | Q9UNA4 | Pol iota fluorescent replication assay, 10 min | 1% of 390,000 active | Potency, µM (highest dose often 115 µM), for inactives: top-dose activity, negative = inhibition, actives largely listed as inhibitors
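Pol iota at 10 nM preincubated 15 min with compounds at room temperature; reaction started with fluorescent substrate, 50 nM final. Fluorescence read kinetically at 0 and 10 min; buffer-only wells as negative control.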
An asterisk follows results filed as active; i = inactive; ? = inconclusive; . = no result given; [ ] = another dose, or the depositor's remark. Unless noted, calls follow the shape of the dose curve; as a rule, active = well fitted curve in the direction sought with a large enough effect; inconclusive = small, poorly fitted or top-dose-only effect, or another doubt; inactive = no such curve, though single readings can be large; an effect the other way counts as inactive or inconclusive. Potency is read from the fitted curve at half-maximal effect.

SMILES	BAZ2B inh	Pin1 inh	BLM inh	HP1b binding inh	PGK inhibitor	JMJD2A Tudor inh	G9a block	GLS inhibitor	POLI inh
COc1ccc(N2CCN(C(c3cc(OC)ccc3OC)c3nnnn3Cc3ccco3)CC2)cc1 (centres undefined)	44.7µM*	0.2%	-5.1%	15.8µM*	i	50.1µM*	15.8µM*	44.0%[activator]	-8.4%
O=C(CSc1ccc2nnc(-c3ccc(F)cc3)n2n1)NCC1CCCO1 (centres undefined)	2.6%	2.2%	0.6%	12.6%	-8.2%	-29.9%	20µM*	-4.0%	-4.4%
CC(C)(C)c1ccc(OCC(=O)N2CCN(c3ncccn3)CC2)cc1	-3.4%	1.5%	-5.5%	15.0%	-2.2%	-14.7%	10.4%	0.9%	15.1%
CCCCC(=O)Nc1ccc2c(c1)nc(CCN1CCN(C)CC1)n2C	0.7%	8.5%	-4.0%	37.5%	2.5%	-5.6%	-30.8%	-6.8%	-17.5%
CCn1c(SCC(=O)NC2=NCCS2)nnc1C(C)NC(=O)c1ccccc1Br (centres undefined)	0.2%	-8.7%	-5.7%	-5.7%	i	-10.0%	0.4%	7.3%	49.9%[activator]
Cc1nc2ccc(NC(=O)C3CCCCC3)cc2s1	11.6%	-2.1%	.	43.5%[activator]	5.8%	-11.8%	8.3%[12.7 µM]	8.8%	-1.1%
O=C(c1ccc(F)cc1)N1c2nc(-c3ccco3)nn2C2(CCCCC2)[C@@H]2CCCC[C@@H]21	?	5.8%	-6.1%	7.6%	0.0%	-14.2%	?	-27.6%	9.0%
COc1ccc(C(=O)/C=C/Nc2ccc(S(=O)(=O)Nc3cc(OC)nc(OC)n3)cc2)c(OC)c1	-21.6%	?	-14.5%	9.7%	-1.5%	-26.4%	25.1µM*	-11.8%	39.3%
O=C(CCCSCCCC(=O)NN=Cc1ccccc1)NN=Cc1ccccc1	.	-5.9%	.	-3.0%	-1.2%	-21.0%	.	-5.2%	18.5%
Cc1ccccc1C(=O)NNC(=O)C(=O)Nc1cccc(Cl)c1C	?	0.8%	-1.6%	25.2%	-8.1%	-24.6%	-4.5%[0.501 µM]	-1.0%	19.2%
COC(=O)c1ccc(OC(=O)C23CCC(C)(C(=O)O2)C3(C)C)cc1 (centres undefined)	-19.0%	-6.4%	-0.7%	59.5%[activator]	-2.5%	5.4%	2.3%	0.7%	16.6%
Cc1ccc(C(C(=O)NC2CCCCC2)N(Cc2ccco2)C(=O)C2COc3ccccc3O2)o1 (centres undefined)	29.0%	-1.5%	-4.3%	32.6%	-8.8%	-15.4%	-51.1%[59 µM]	5.3%	5.5%

An excerpt from above with just HP1b binding inh and GLS inhibitor.
Molecule	HP1b binding inh	GLS inhibitor
CCCCC(=O)Nc1ccc2c(c1)nc(CCN1CCN(C)CC1)n2C	37.5%	-6.8%
CCn1c(SCC(=O)NC2=NCCS2)nnc1C(C)NC(=O)c1ccccc1Br (centres undefined)	-5.7%	7.3%
Cc1nc2ccc(NC(=O)C3CCCCC3)cc2s1	43.5%[activator]	8.8%
O=C(c1ccc(F)cc1)N1c2nc(-c3ccco3)nn2C2(CCCCC2)[C@@H]2CCCC[C@@H]21	7.6%	-27.6%

The main list resumes; the 2 compounds before the break are reprinted first.
SMILES	BAZ2B inh	Pin1 inh	BLM inh	HP1b binding inh	PGK inhibitor	JMJD2A Tudor inh	G9a block	GLS inhibitor	POLI inh
COC(=O)c1ccc(OC(=O)C23CCC(C)(C(=O)O2)C3(C)C)cc1 (centres undefined)	-19.0%	-6.4%	-0.7%	59.5%[activator]	-2.5%	5.4%	2.3%	0.7%	16.6%
Cc1ccc(C(C(=O)NC2CCCCC2)N(Cc2ccco2)C(=O)C2COc3ccccc3O2)o1 (centres undefined)	29.0%	-1.5%	-4.3%	32.6%	-8.8%	-15.4%	-51.1%[59 µM]	5.3%	5.5%
O=C(NNC(=S)NC1CCCCC1)c1cccc(S(=O)(=O)Nc2ccccc2Cl)c1	-30.6%	0.5%	-4.6%	?	-10.3%	?	?	18.0%	15.4%
O=C(CCNC(=O)c1ccccc1Cl)Nc1cc(S(=O)(=O)N2CCOCC2)ccc1N1CCOCC1	3.2%	1.9%	1.2%	32.6%	-3.6%	-15.4%[11.4 µM]	4.0%[12.7 µM]	1.7%	19.7%
COc1ccccc1OC1=NS(=O)(=O)c2ccccc21	?	89.5%[activator][163 µM]	2.3%	57.5%[activator]	-0.6%	-3.4%[11.4 µM]	44.7µM*	38.7%[activator]	1.1%
Cc1c(CCO)c(=O)[nH]n1S(=O)(=O)c1ccccc1	-2.9%	3.8%	1.2%	33.3%	-0.3%	-3.0%[11.4 µM]	-20.4%	1.9%	83.5%[activator]
Cc1ccc(CNC(=O)C2CC(=O)OC23CCCC3)c(C)c1 (centres undefined)	-27.4%	?	-8.0%	8.8%	-7.5%	?	-18.1%[59 µM]	7.5%	?
O=C(O)c1nc(Cl)c(Cl)c(N/N=C/c2ccccc2C(F)(F)F)c1Cl	-11.2%	0.6%	3.1%	18.2%	-1.5%	-15.7%	?	7.4%	24.8%
CCOC(=O)c1ccc(S(=O)(=O)NNC(=O)c2cccc(N(C)C)c2)cc1	.	8.0%	-0.1%	9.5%	0.5%	-18.8%	11.2µM*	7.1%	71.8%[activator]
Cc1ccc(S(=O)(=O)Nc2ccc(-c3csc(-c4ccccc4)n3)cc2)cc1	-10.0%	5.0%	-10.4%	17.8%	9.8%	-25.8%	13.9%[59 µM]	20.0%	11.8%
COc1ccccc1C(=O)NNC1CC(=O)N(c2ccc3c(c2)OCCO3)C1=O (centres undefined)	7.5%	-0.6%	-0.5%	34.1%	-1.2%	-11.5%	21.7%[59 µM]	31.0%	17.7%
COc1cccc(/C=C/C(=O)OCC(=O)Nc2ccc(S(=O)(=O)N3CCCC3)cc2)c1	-26.3%	-1.1%	-1.0%	4.2%	-14.1%	-12.6%	-18.0%[59 µM]	7.0%	149.8%[activator]
O=C(Oc1ccc2c3c(c(=O)oc2c1)CCCC3)c1cccs1	4.6%	15.6%	-9.6%	58.7%[activator]	-9.0%	4.3%	58.0%[activator][59 µM]	1.2%	22.1%
COC(=O)c1cc(C)ccc1/C=C1/Cc2c(C)cc(C)cc2C1=O	.	-2.1%	.	20.5%	-1.4%	-13.9%	.	2.9%	?
Cc1ccc(Nc2nc(N)nc(N)c2S(=O)(=O)c2ccccc2)cc1	-29.3%	22.7%	-10.9%	9.1%	3.9%	-23.1%	-18.5%[59 µM]	-4.6%	13.3%
O=C(Oc1cccc(Oc2ccccc2)c1)N1CCOCC1	10.5%	-2.7%	-7.3%	39.2%[activator]	.	8.6%	-2.9%	17.6%	25.3%
COC(=O)/C=C1/SC(=NC(=O)c2ccc(OC)cc2)NC1=O	?	-4.2%	2.1%	31.2%	-8.6%	-7.4%	4.1%[0.0925 µM]	-1.6%	-18.5%
COc1ccc(S(=O)(=O)N(C)CC(=O)NCCCn2ccnc2)cc1Cl	1.0%	-1.8%	0.2%	-15.1%	-11.4%	-7.7%	-2.3%	-9.6%	15.9%
C[C@H]1[C@H](C)CC[C@]2(C(=O)O)CC[C@]3(C)C(=CC[C@@H]4[C@@]5(C)C[C@@H](O)[C@H](O)C(C)(C)[C@@H]5CC[C@]43C)[C@H]12	10.9%	-1.5%	-4.4%	44.7%[activator]	-3.1%	-10.6%	7.7%	19.2%	23.7%
O=C(Nc1ccc(Nc2ccccc2)cc1)c1ccc(Cl)c([N+](=O)[O-])c1	39.8µM*	-2.6%	-11.7%	?	-1.3%	50.1µM*	.	0.5%	-5.6%
CCOc1ccccc1C(=O)N/N=C/c1cccc2cccnc12	44.7µM*	-0.1%	5.6%	17.6%	i	?	43.5%[0.501 µM]	8.7%	25.0%
CC(C)N(C(=O)CN1C(=O)NC(c2ccccc2)(c2ccccc2)C1=O)C(C)C	3.9%	41.1%[activator]	0.1%	10.8%	-10.1%	-2.1%	0.2%	-6.7%	18.2%
CCn1nc(C(=O)OCC(=O)NC(C)C)c2ccccc2c1=O	-3.7%	-0.1%	-1.5%	-10.8%	-9.7%	?	-4.2%	-1.0%	12.3%
O=C(CNC(=O)c1cccs1)Nc1ccc(N2CCOCC2)cc1	3.4%	-12.3%	.	19.2%	-2.1%	-12.5%	4.4%[59 µM]	30.5%	12.9%
Cc1ccc(-c2nc(N)sc2-c2ccc(C)cc2)cc1	?	-5.1%	-16.0%	-21.3%	i	?	50.1µM*	-9.1%	21.2%
CCCCC(=O)N/N=C/c1ccc(-c2ccc([N+](=O)[O-])cc2)o1	-9.7%	43.5%[activator]	-3.0%	3.1%	-3.6%	-12.0%	-8.6%	-16.0%	39.1%
O=C(NCc1nc2ccccc2[nH]1)C1=C[C@@H](c2ccc(Br)cc2)C[C@@H](OCCCCO)O1	-22.5%	6.0%	-5.9%	10.8%	5.7%	-27.1%	2.3%[12.7 µM]	8.0%	?
Cc1[nH]c2ccccc2c1/C=N/Nc1nc(Nc2ccccc2)nc(N2CCOCC2)n1	39.8µM*	?	-18.1%	-24.0%	-1.1%	?	.	24.3%	1.5%
CCOc1ccc(CNCCSc2nnnn2C)cc1OC	-10.7%	0.8%	-0.7%	22.3%	-6.7%	-10.4%	4.8%[59 µM]	6.7%	39.1%
CCc1ccc(-c2nc(SCC(=O)N(CC)C3CCS(=O)(=O)C3)n[nH]2)cc1 (centres undefined)	9.8%	-0.7%	.	16.6%	-2.0%	-4.7%	-29.8%	-7.0%	14.6%
CCOC(=O)c1nnn2c1nc(SCC(C)=O)c1ccccc12	-10.2%	-1.6%	-7.7%	20.1%	i	-6.2%	7.8%	-10.5%	132.1%[activator]
COc1cc(C(=O)NCC(c2ccccc2)N(C)C)ccc1OCc1c(C)noc1C (centres undefined)	4.1%	-6.5%	.	34.6%	-0.5%	-2.0%	10.3%[0.501 µM]	0.7%	7.5%
CC(C)C(=O)Nc1ccc2c3c(cccc13)CC2	13.7%	-0.2%	-2.9%	26.9%	-3.3%	-6.8%	21.3%[59 µM]	3.9%	12.5%
Cc1ccc(CC(=O)Nc2ccc(C(=O)N3CCOCC3)cc2)cc1	-19.4%	-0.3%	0.7%	10.7%	2.7%	-1.4%	17.8µM*	4.6%	29.4%

Not all compounds are listed (hit frequency here may not be typical).
